Screens (PubChem BioAssay)
Apoferritin bind = qHTS Assay for Identification of Novel General Anesthetics. apoferritin/1-aminoanthracene competitive binding, fluorescence. Ferritin light chain (Equus caballus), P02791. Potency, µM (highest dose often 77.5 µM), for inactives: top-dose activity change, negative = displacement, hits mostly inhibitors. 350,000 tested, 0.074% active; further: potency means the concentration at half of the fitted maximal effect; on the % scale 0 is the no-effect control and ±100 the full control effect; nearly all actives have a fitted effect of over 20% in size
Target sequence (P02791 2-175 limits assumed): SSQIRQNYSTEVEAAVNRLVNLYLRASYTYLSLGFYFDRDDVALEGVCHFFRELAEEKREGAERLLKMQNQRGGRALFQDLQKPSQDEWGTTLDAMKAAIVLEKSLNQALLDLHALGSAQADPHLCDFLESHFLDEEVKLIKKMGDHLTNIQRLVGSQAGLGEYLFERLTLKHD
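Steps: apoferritin (10 uM) was premixed with half-saturated 1-AMA in PBS, compounds were pin-transferred, plates stood 10 min at room temperature, fluorescence was read at 380/535 nm, and curves were fitted with a Hill equation.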
TRHR PAM = qHTS for Small Molecule Agonists and Allosteric Enhancers of Human TRH Receptor: Primary Screen for Enhancers | TRHR cells, fluo-8 calcium fluorescence, EC20 TRH enhancement | AID 493056, 2011 | enhancement, % at 2 µM | 360,000 tested, 0.66% active | Thyrotropin-releasing hormone receptor (Homo sapiens), P34981; in the data active means enhancement above about 30%; further: 0% is about no effect
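TRHR-expressing cells loaded with fluo-8 calcium dye were read kinetically (ex 480/em 530) during compound addition, then stimulated with an EC20 of TRH (10 nM final). Enhancement of the Gq-mediated intracellular calcium response was scored.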
D1 agonist = Allosteric Agonists of the Human D1 Dopamine Receptor: qHTS | AID 504660, 2011 | activation, % at 2 µM | D(1A) dopamine receptor (Homo sapiens), P21728 | 360,000 tested, 1% active | HEK293 T-REx D1 cells, calcium flux, agonist mode; in the data active means activation above about 30%; further: 0% is about no effect
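Inducible HEK293 T-REx D1 cells, force-coupled to calcium signalling, were plated at 4000 cells/well with tetracycline and held overnight at 30 C. After no-wash calcium dye loading, compound-evoked calcium rise over 180 s flagged agonists.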
RXFP1 agonist = qHTS Assay for Agonists of the Relaxin Receptor RXFP1 | Potency, µM (top dose mostly 57.5 µM), for inactives: top-dose activation, hits mostly activators | HEK293T-RXFP1 cAMP TR-FRET, 30 min; response scale: percent of porcine relaxin response, buffer zero | AID 2676, 2010 | 370,000 tested, 0.3% active; further: potency means the concentration at half of the fitted maximal effect; on the % scale 0 is the no-effect control and ±100 the full control effect; nearly all actives have a fitted effect of over 60% in size; many of its hits are not listed in these tables
Target sequence (Q9HBX9 whole entry, looked up): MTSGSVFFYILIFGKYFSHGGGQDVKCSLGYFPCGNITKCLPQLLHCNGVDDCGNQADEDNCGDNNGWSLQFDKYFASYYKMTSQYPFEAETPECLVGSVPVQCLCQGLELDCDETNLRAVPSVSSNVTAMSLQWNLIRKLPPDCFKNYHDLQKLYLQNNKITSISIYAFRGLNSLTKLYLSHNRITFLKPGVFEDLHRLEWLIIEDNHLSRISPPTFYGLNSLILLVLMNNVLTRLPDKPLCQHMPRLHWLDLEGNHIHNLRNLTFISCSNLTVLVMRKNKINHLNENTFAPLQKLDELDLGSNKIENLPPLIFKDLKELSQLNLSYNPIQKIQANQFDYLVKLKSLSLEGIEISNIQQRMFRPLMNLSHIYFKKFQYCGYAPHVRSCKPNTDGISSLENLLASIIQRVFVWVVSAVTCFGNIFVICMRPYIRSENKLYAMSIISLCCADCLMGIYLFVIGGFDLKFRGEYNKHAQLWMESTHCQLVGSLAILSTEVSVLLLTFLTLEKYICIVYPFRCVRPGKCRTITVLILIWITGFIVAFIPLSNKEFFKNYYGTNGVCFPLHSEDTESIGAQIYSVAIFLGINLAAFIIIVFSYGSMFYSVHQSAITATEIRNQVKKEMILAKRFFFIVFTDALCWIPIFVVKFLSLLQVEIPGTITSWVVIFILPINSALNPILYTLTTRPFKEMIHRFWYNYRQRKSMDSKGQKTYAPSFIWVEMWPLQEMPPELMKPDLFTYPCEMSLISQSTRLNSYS
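HEK293T cells stably expressing RXFP1 were pretreated with the PDE4 inhibitor Ro 20174, exposed to compounds for 30 min at 37C, lysed, and cAMP was read by TR-FRET. Data normalized to buffer (basal) and 29 nM porcine relaxin (100%).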
TRHR ag = qHTS for Small Molecule Agonists and Allosteric Enhancers of Human TRH Receptor: Primary Screen for Agonists | Thyrotropin-releasing hormone receptor (Homo sapiens), P34981 | TRHR cells, calcium flux fluo-8, FDSS agonist mode | activation, % at 2 µM | 360,000 tested, 0.18% active | AID 493084, 2011; in the data active means activation above about 30%; further: 0% is about no effect
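TRHR-expressing cells, plated overnight in medium with 10% serum, were loaded with fluo-8 calcium dye at room temperature. After a 10 s baseline, library compound was pin-added and calcium release was recorded kinetically (ex 480/em 530) as agonist response.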
RXFP1 antagonist = qHTS Assay for Antagonists of the Relaxin Receptor RXFP1; HEK293-RXFP1, relaxin-stimulated cAMP HTRF, 30 min; hits give low values; activity change, negative = inhibition, % at 57.5 µM; 350,000 tested, 0.59% active;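 active means activity change of -60% or lower, but not beyond a set lower limit; inconclusive means change between -60% and -40%, or beyond the set limit; inactive means change above -40%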; further: on the % scale 0 is the no-effect control and ±100 the full control effect
D2 potentiator = HTS Assay for Positive Allosteric Modulators of the Human D2 Dopamine Receptor: Primary Screen for Potentiators; potentiation, % at 10 µM; AID 485347, 2010; HEK293 T-REx D2, calcium flux, EC20 dopamine potentiation; 340,000 tested, 0.34% active;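 active means potentiation over 3 SD above the plate norm, cut at about 30% in these data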; further: 0% is about no effect
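Primary screen. Calcium kinetics in induced HEK293 T-REx D2 cells: compound pre-addition 180 s, EC20 dopamine, 180 s more.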
D1 potentiator = Potentiators of Human D1 Dopamine Receptor: qHTS; HEK293 TREx D1 cells, calcium flux, dopamine EC20 potentiation; potentiation, % at 10 µM; 360,000 tested, 0.036% active; in the data active means potentiation above about 30%; further: 0% is about no effect
D1 antag = Antagonist of Human D 1 Dopamine Receptor: qHTS | D(1A) dopamine receptor (Homo sapiens), P21728 | HEK293 TREx D1 cells, calcium flux, dopamine EC80; hits give low values | activity change, negative = inhibition, % at 10 µM | 360,000 tested, 3.2% active; in the data active means activity change below about -30%; further: on the % scale 0 is the no-effect control and ±100 the full control effect
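Compound effects on dopamine-evoked calcium signalling were measured in tetracycline-induced HEK293 Trex D1 cells. Dopamine at EC80 followed a 180 s compound pre-read, and fluorescence was tracked kinetically for 180 s more.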
An asterisk follows results filed as active; u = inconclusive; x = no result given; [ ] = another dose, or the depositor's remark. Unless noted, the call rests on the fitted dose curve; in most records, active means well fitted curve in the direction sought with a large enough effect; inconclusive means small, poorly fitted or top-dose-only effect, or another doubt; inactive means no such curve, though single readings can be large; an effect the other way counts as inactive or inconclusive. These rows are one share of the data; the hit share may differ from the screen's.

SMILES	Apoferritin bind	TRHR PAM	D1 agonist	RXFP1 agonist	TRHR ag	RXFP1 antagonist	D2 potentiator	D1 potentiator	D1 antag
Cc1c(NC(=O)c2ccc(Cl)cc2)cc(C(C)C)c(O)c1S(=O)(=O)c1ccc(Cl)cc1	0%	-8	0	1.5%	1.2	x	-2	-5	-4
Cc1ccc(-n2nc3c(=O)n(CCCC(=O)NCCc4ccccc4C)nc(C)c3c2C)cc1	-8%	5	0	-0.4%	-0.7	3	-6	1	3
O=C(C1CCN(S(=O)(=O)c2cccnc2)CC1)N1CCN(c2cccc(Cl)c2)CC1	-21%	5	11	2.3%	-1.4	x	5	-1	-83*
Cc1ccc(NC(=O)Nc2ccc3c(c2)CCC3)cc1	-7%	1	2	1.6%	0.2	4	-4	-5	-19
CCNC(=S)N/N=C/c1cc(C)n(-c2ccc(Cl)cc2)c1C	-7%	1	0	-0.1%	-0.9	-18	-3	-5	-2
Cc1cc2nc(-c3ccc(SCC(=O)N4CCc5ccccc54)nc3)[nH]c2cc1C	-5%	-3	2	16%	1.7	0	-3	-4	3
COc1ccc(-c2cc3ccc(O)c(CN4CCCCC4C)c3oc2=O)cc1OC (centres undefined)	x	-3	12	12%	12	-7	-4	-2	-4
Cc1ccc(C(=O)NCC(=O)OCCCOC(=O)CNC(=O)c2ccc(C)cc2)cc1	x	2	1	-0.4%	-1.0	-4	-2	2	-5
COc1ccccc1NC(=O)c1oc2ccccc2c1NC(=O)c1c(F)cccc1F	-2%	-1	2	18%	1.5	-3	-2	-1	-15
Cc1c(C(=O)N(Cc2ccc(N(C)C)cc2)Cc2ccco2)oc2cc(Br)ccc12	-5%	0	0	18%	0.1	0	6	-2	-25
COc1ccc(C2NC(Cc3ccccc3)(C(=O)O)C3C(=O)N(c4ccccc4OC)C(=O)C23)cc1 (centres undefined)	-9%	-6	4	6.3%	0.1	13	1	-4	-4
O=C1c2ccccc2S(=O)(=O)N1CC(O)Cn1c2ccccc2c2ccccc21 (centres undefined)	u	25	27	6.2%	0.8	17	-1	-2	-1
CCOc1ccc(CCNC(=O)NCc2noc3ccc(C)cc23)cc1	-7%	14	-1	-2.3%	-0.7	-20	0	2	-5
COc1ccc(S(=O)(=O)N2CCC(n3cnc4ccccc43)CC2)cc1	-16%	-8	-1	-1.2%	-0.1	-13	1	-9	14
Cc1c(CCOC(=O)CC23CC4CC(CC(C)(C4)C2)C3)sc[n+]1CC(=O)c1ccccc1	u	-2	1	1.6%	0.3	x	3	-1	-9
COc1cccc(-c2ncc3ccccc3c2COC(=O)c2ccc(C(F)(F)F)cc2)c1	x	3	4	3.6%	0.3	x	0	-4	x
CCOC(=O)C1CCCN(S(=O)(=O)c2ccc3c(c2)N(C(C)=O)CCO3)C1 (centres undefined)	-4%	4	7	0.1%	0.2	-9	5	-2	-11
CCOc1ccc(CNC(=O)Cn2cc3c(n2)-c2c(oc(C(=O)N4CCOCC4)c2C)CC3)cc1	-10%	-2	2	8.1%	0.0	1	-8	-3	-4
O=C(Nc1ccccc1F)c1oc2ccccc2c1NC(=O)C1CC1	15%	0	1	u	-0.3	19	x	3	7
COCC(C)n1c(SCc2ccc(OC)c(F)c2)nc2ccccc2c1=O (centres undefined)	37%[activator]	-15	18	0.5%	2.2	-22	x	-8	-5
O=C(CCCN1C(=O)/C(=C/c2ccccc2Cl)SC1=S)Nc1ccccn1	-16%	3	6	-3.9%	-0.3	-9	10	-3	8
COc1ccc(-c2ccc(SCC(=O)c3ccc(F)cc3)nn2)cc1OC	u	0	7	1.6%	0.1	-6	5	-12	21
CN(Cc1ccccc1)c1ncnc(N)c1[N+](=O)[O-]	u	2	2	-2.4%	-1.0	10	7	-1	2
CC(=O)C1=C(C)NC2(O)c3ccccc3C(=O)C12O (centres undefined)	-9%	-2	4	-1.6%	0.0	-10	-1	3	-6

D1 antag: hit marks shown above
Compound	Apoferritin bind	TRHR PAM	D1 agonist	TRHR ag	RXFP1 antagonist	D2 potentiator	D1 potentiator	D1 antag
O=C(C1CCN(S(=O)(=O)c2cccnc2)CC1)N1CCN(c2cccc(Cl)c2)CC1	-21%	5	11	-1.4	x	5	-1	-83*

Some of the entries above, set out differently.
> O=C(CCCN1C(=O)/C(=C/c2ccccc2Cl)SC1=S)Nc1ccccn1
  Apoferritin bind: -16%	TRHR PAM: 3	D1 agonist: 6	RXFP1 agonist: -3.9%	TRHR ag: -0.3	RXFP1 antagonist: -9	D2 potentiator: 10	D1 potentiator: -3	D1 antag: 8
> COc1ccc(-c2cc3ccc(O)c(CN4CCCCC4C)c3oc2=O)cc1OC (centres undefined)
  Apoferritin bind: x	TRHR PAM: -3	D1 agonist: 12	RXFP1 agonist: 12%	TRHR ag: 12	RXFP1 antagonist: -7	D2 potentiator: -4	D1 potentiator: -2	D1 antag: -4

(more compounds)
SMILES	Apoferritin bind	TRHR PAM	D1 agonist	RXFP1 agonist	TRHR ag	RXFP1 antagonist	D2 potentiator	D1 potentiator	D1 antag
O=C(NC1=NCCS1)c1nc(-c2ccccc2)n(-c2ccccc2)n1	2%	-4	-1	-0.1%	0.7	-6	x	-2	-1
CC(C)CCn1c(=O)c2ccccc2n2c(CCl)nnc12	-12%	-9	1	9.3%	0.0	-10	-7	8	3
O=C(Oc1coc(CSc2ncccn2)cc1=O)c1cccc([N+](=O)[O-])c1	-20%	-7	6	23%	-2.4	-33	1	-5	19
COC(=O)CSC1=C(C#N)C(c2ccc(F)cc2)CC(=O)N1 (centres undefined)	-5%	-1	2	-1.1%	-0.5	x	-26	-4	-23
O=C(c1cccs1)c1cn(CCOc2ccccc2Cl)c2ccccc12	-11%	-5	6	4.2%	1.0	-12	11	-7	-2
CC(=O)Nc1ccc(C(=O)OCC(=O)Nc2c(F)cccc2F)cc1	-1%	6	4	4.7%	0.4	-5	-9	-3	-5
Cc1cc(CN(C)C(=O)c2cc(COc3ccc(C)c(C)c3)on2)n[nH]1	-10%	18	-1	0.1%	1.0	-1	-7	3	-10
Cn1c(COc2ccc(Br)cc2)nnc1SC1CCc2ccccc2C1=O (centres undefined)	6%	7	6	-1.9%	-0.5	10	2	-4	-3
O=C(Nc1cc(=O)[nH]c2ncnn12)c1ccccc1Cl	-12%	0	2	3.3%	0.3	10	-6	6	-1
O=C(Cn1c(=O)nc(-c2ccccc2F)c2cc(Cl)ccc21)Nc1ccccc1C(F)(F)F	81%[activator]	16	5	1.7%	0.2	8	-1	0	16
NC(=O)Cn1cc(C(=O)c2cccs2)c2ccccc21	-10%	3	1	2.4%	-0.3	6	-16	-1	x
O=C1CC(c2ccc(F)cc2)c2c(n3c(nc4ccccc43)[nH]c2=O)N1 (centres undefined)	5%	-3	0	4.3%	0.2	2	10	-1	-20
CNc1ccc(C2(O)C(=O)c3ccccc3C2=O)cc1	-17%	-3	2	0.7%	-0.2	3	-11	0	2
CCOC(=O)c1c(C)c(-c2ccccc2)n(CC(=O)NCCc2cccc(C)c2)c1C	4%	-7	2	u	0.0	x	x	-5	15
Cn1ccnc1C(=O)c1cc(SCC(=O)N2CCOCC2)nc2ccccc12	-6%	2	2	4.2%	-0.7	-8	-3	-2	19
Cc1cc(=O)[nH]c(SCc2cccc(Br)c2)n1	-4%	-1	4	0.6%	-0.1	-13	-1	6	-9
COc1cc(OC)c(C(=O)NCc2nc(-c3ccccc3)no2)cc1OC	-3%	-4	5	-0.1%	-0.9	-11	8	-2	-17
CCCN1C(=O)C(O)(CC(=O)c2ccc(C(C)C)cc2)c2ccccc21 (centres undefined)	u	1	25	3.2%	2.5	-7	7	2	21
COC(=O)[C@H](Cc1ccccc1)NC(=O)[C@@H]1C[C@H]1[C@@H](NC(=O)OCc1ccccc1)c1ccccc1	-7%	3	0	-0.5%	0.0	x	-1	-2	23
Cc1[nH]c2ccccc2c1-c1nc2ccccc2[nH]c1=O	-13%	5	5	1.0%	3.0	3	5	2	-6
CCc1ccc(OCCCC(=O)Nc2nccs2)cc1	-24%	2	8	1.2%	0.2	1	0	-1	-30*
O=C(CSc1nnnn1-c1cccnc1)NCc1cccs1	-7%	0	3	1.6%	-0.4	8	2	-2	3
CCN(CC)S(=O)(=O)c1ccc(C)c(NC(=O)Cc2ccc(S(=O)(=O)N3CCOCC3)s2)c1	-21%	5	1	-4.1%	-0.3	-7	-14	-8	-13
O=C(NCCc1ccc(Cl)cc1)C(=O)NCC(c1cccs1)S(=O)(=O)c1ccccc1 (centres undefined)	-11%	-2	4	-0.3%	-0.1	-3	-8	-2	22
COC(=O)c1ccsc1NC(=O)CN1C(=O)CCC1=O	7%	23	1	0.0%	-0.6	x	3	-3	1
CCN(CC)S(=O)(=O)c1ccc(NC2CCN(Cc3ccccc3)CC2)nc1	0%	4	34*	3.2%	-0.2	-12	17	-9	-38*
Cc1ccn2c(CNCc3cnn(C)c3)c(C(=O)N3CCCCCC3)nc2c1	-7%	1	6	-0.9%	-0.1	-6	-4	-7	-2
CCc1c(C)sc2c1CCN(C(=O)Nc1cc(C)ccc1OC)C2c1ccc(F)cc1 (centres undefined)	27%	1	7	-0.7%	-1.4	-17	6	0	6
COc1ccc(C(O)(CCN2CCCCC2)C2CCCCC2)cc1 (centres undefined)	-10%	-1	2	-3.4%	1.0	-2	-27	3	6
Cc1cc(=O)[nH]c(SCC(=O)N2CCCCC2)n1	-4%	-2	2	1.4%	1.2	4	-2	-2	6
COc1cc(OC)cc(-c2nc3nc(C)c(CCC(=O)NCc4ccco4)c(C)n3n2)c1	-8%	0	1	3.5%	0.0	1	5	-9	-3
CC1CCCC(C)N1C(=C(Cl)Cl)C(=C1SCCS1)[N+](=O)[O-] (centres undefined)	u	-13	-2	-1.3%	4.3	10	10	2	30
CC(C)(C)c1ccc(-c2nnc(N)s2)cc1	u	-7	2	-1.0%	0.0	-2	-12	-2	4
